High-throughput results: PubChem BioAssay, Sanford-Burnham Center for Chemical Genomics
ER stress death – ER stress cell death inhibition; CSM14.1 thapsigargin ER stress survival, ATP luminescence; relative survival (cellular ATP), % at 15 µg/mL (by protocol); hit rate 0.33% among 48,000; AID 1010;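 active = survival measured by cellular ATP above 50% at 15 µg/ml in the first screen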;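 note: cell death triggered by about 15 µM thapsigargin; ATP read 24 h after thapsigargin was added; plate controls were thapsigargin with DMSO for no effect and DMSO without thapsigargin for full effect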
Starred values were filed as active, the others as inactive. Only part of the results is shown; rates above refer to the full screens.

Structure | ER stress death
Cc1ccc(N(CC(N)=O)S(=O)(=O)c2ccccc2)c(C)c1 | 4
COc1ccc(N(C(=O)c2ccccc2F)C2C=CS(=O)(=O)C2)cc1 (stereo not drawn) | 6
CC(C)(C)C(=O)Nc1cccc(-c2nnc(-c3ccco3)o2)c1 | 1
O=C(NCCNc1ccc(Cl)cc1[N+](=O)[O-])c1ccc(F)cc1 | 1
COc1cccc(NC(=O)c2cc(Cl)ccc2OC)c1 | 6
C=CCc1cc(/C=C2\C(=O)NC(=O)N(c3ccc(C)cc3)C2=O)cc(OC)c1OCC(=O)OC | 4
Cc1ccc(-c2nc3s/c(=C/c4ccc(C(C)C)cc4)c(=O)n3n2)cc1 | 1
N#C/C(=C\c1cccc2ccccc12)c1nc(-c2ccc(Br)cc2)cs1 | 5
Cc1cc(OCC(=O)Nc2ccc(F)cc2)ccc1Cl | 9
O=C(c1ccc(Br)o1)N1CCN(C(=O)c2ccc(Br)o2)CC1 | 2
Nc1nnnn1/N=C/C=C/c1cccc([N+](=O)[O-])c1 | 2
CCNC(=S)NNC(=O)c1cc(-c2ccccc2)nc2ccccc12 | -5
Cc1cc(Nc2ccccc2)n2c(nc3ccccc32)c1C#N | 2
COc1cccc(N2C(=O)c3ccc(C(=O)Nc4ccccc4O)cc3C2=O)c1 | 6
O=C(COc1cccc2ccccc12)Nc1ccc2c(c1)OCO2 | 8
CCOC(=O)c1c(-c2ccccc2)oc2ccc(OC(=O)c3cccs3)cc12 | 0
O=C(Nc1cccc2ccccc12)C1C2CCC3C(CCC21)C3(Cl)Cl (stereo not drawn) | 2
CCSc1nnc(NC(=O)c2c(OC)cccc2OC)s1 | 4
Cc1no[n+]([O-])c1COc1ccc(/C=C2\N=C(c3ccccc3)OC2=O)cc1 | 4
O=Cc1cn(CCC(=O)O)c2ccccc12 | 10
Fc1cccc(Nc2cc(-n3cccn3)ncn2)c1 | 3
CCC(/C=C1\N=C(c2cccc(F)c2)OC1=O)=C\c1ccccc1 | 2
CCOC(=O)c1c(Cl)cc(Cl)c(N)c1[N+](=O)[O-] | -3
O=C(CCCN1C(=O)c2cccc3cccc(c23)C1=O)Nc1cccc2ccccc12 | 6
Cc1ccc(N2CCN(/N=C\c3cccc(Cl)c3Cl)CC2)cc1 | 7
O=C(Nc1ccccc1)c1ccccc1O | -5
COc1ccc(CC(=O)N2N=C(c3ccc(F)cc3)CC2(O)C(F)(F)F)cc1OC (stereo not drawn) | 0
CC1(C)CC(=O)C=C(Nc2nc(-c3ccccc3)cs2)C1 | 4
C/C=C/C(=O)N1c2ccc(OC)cc2-c2c(ssc2=S)C1(C)C | 7
CCN1C(=O)NC(c2ccccc2[N+](=O)[O-])C(C(=O)OC2CCCCC2)=C1C (stereo not drawn) | 6
CC(C)=C1C(=O)NN(c2ccccc2)C1=O | 6
COC(=O)C1=C(C)N(Cc2ccccc2)C(=O)/C1=C\c1ccc(C(=O)O)cc1 | 16
CC(C)CC(/C(O)=C(\C#N)c1nc2ccccc2[nH]1)N1C(=O)c2ccccc2C1=O (stereo not drawn) | 8
CCOC(=O)c1c(NC(=O)c2ccc(Cl)cc2Cl)sc(C)c1C | 1
O=C1N=C(N2CCCCC2)S/C1=C\c1ccc2c(c1)OCO2 | 6
CC1=NN(c2ccccc2)C(=O)/C1=C/c1cc(C)n(C)c1C | 0
O=c1sc2ccccc2c(N2CCN(c3ccccc3)CC2)c1[N+](=O)[O-] | 1
COc1ccc(N2C(=O)NC(=O)/C(=C\c3ccc(Oc4ccc([N+](=O)[O-])cn4)cc3)C2=O)cc1 | 1
CC(=O)Nc1ccc(C(=O)/C=C/c2ccc(/C=C/C(=O)c3ccc(NC(C)=O)cc3)cc2)cc1 | 2
Oc1ccc(Nc2nc(-c3ccccn3)cs2)cc1 | -6
CCC1=NN2C(=N)/C(=C/c3ccc(OCc4ccccc4Cl)c(OC)c3)C(=O)N=C2S1 | 14
CCOC(=O)CNC(c1ccccc1)c1cc(Br)ccc1NC(C)=O (stereo not drawn) | -3
CCOc1ccc(/C=C2\SC(=O)N(c3ccccc3)C2=O)cc1 | 3
CCOc1cc(C2C(C(=O)OCC3CCCO3)=C(C)NC3=C2C(=O)CCC3)cc([N+](=O)[O-])c1O (stereo not drawn) | -3
COc1ccc(C=C2NC(=S)N(c3ccccc3)C2=O)c(OC)c1 | 8
COC(=O)C(=O)/C=C(/O)c1ccc(C)cc1 | 9
COc1ccc(OC)c(C2/C(=C(\O)c3ccccc3)C(=O)C(=O)N2c2cccc(Cl)c2)c1 (stereo not drawn) | 3
O=C1NC(=S)S/C1=C/c1cc(Cl)ccc1OCc1ccccc1 | 13
CC(=O)Nc1ccccc1C(=O)N1CC(C)OC(C)C1 (stereo not drawn) | 3
COC(=O)C1=NNC2C(=O)N(c3cccc(Cl)c3C)C(=O)C12 (stereo not drawn) | -3

Two entries from above, reformatted.
COc1ccc(C=C2NC(=S)N(c3ccccc3)C2=O)c(OC)c1
- ER stress death: 8
COC(=O)C1=NNC2C(=O)N(c3cccc(Cl)c3C)C(=O)C12 (stereo not drawn)
- ER stress death: -3

The list goes on.
Structure | ER stress death
CCOC(=O)C1=C(C)NC(=S)NC1c1ccc(Cl)cc1 (stereo not drawn) | 2
O=C(O)c1ccccc1SCc1ccc2c(c1)OCO2 | 6
O=C(O)c1cccc([N+](=O)[O-])c1C(=O)Nc1ccc(Cl)cn1 | 7
CCOCCOC(=O)c1ccc(NC(=O)c2cncc(Br)c2)cc1 | 0
CC(C)CNC(=O)CN(c1ccccc1)S(=O)(=O)c1ccccc1[N+](=O)[O-] | 1
O=[N+]([O-])c1cnc(N2CCN(Cc3ccccc3)CC2)c([N+](=O)[O-])c1 | 13
O=C1CSC(c2ccccc2F)N1Cc1ccccc1 (stereo not drawn) | 3
COc1ccc(/C=C2/N=C(c3ccc(C)cc3)OC2=O)cc1Br | 10
CCn1c(O)c(N=NC(=O)c2ccccc2Cl)c2ccccc21 | 4
O=C(CSc1nc2ccccc2o1)c1ccc(-c2ccccc2)cc1 | -1
COc1cc(/C=C2\C(=O)NN(c3ccccc3)C2=O)ccc1OS(=O)(=O)c1ccccc1 | 0
COc1ccc(/C(N)=N/OC(=O)c2cccc(Cl)c2)cc1 | 6
O=[N+]([O-])c1ccccc1N/C(=N/S(=O)(=O)c1ccc(Cl)cc1)c1ccccc1 | 0
CCC(C)NC(=O)CN(c1ccc(OC)cc1)S(=O)(=O)c1ccccc1 (stereo not drawn) | 0
COc1ccc(Cl)cc1C(=O)NCc1ccccn1 | 3
Nc1nnc(CSCc2ccccc2)s1 | 7
Cc1cc(NC(=O)Nc2ccccc2)no1 | 8
COc1cc(C2C3=C(Nc4c2c(=O)n(C)c(=O)n4C)c2ccccc2C3=O)cc(OC)c1OC (stereo not drawn) | 2
O=C(Nc1ccccc1C(=O)NCCO)c1ccccc1Cl | 7
CCOC(=O)C1C(=O)N(C(=O)c2cncc(Br)c2)CC1c1ccccc1 (stereo not drawn) | 2
Cc1cccc(-n2c(-c3ccccc3)nc3c(cnn3-c3ccccc3)c2=O)c1 | 4
CCN(CC)C(=O)c1ccccc1NC(=O)c1ccccc1Cl | 6
C=CCn1cc(F)c(=O)n(CC(C)C)c1=O | 6
O=C(Nc1ccc(Cl)cc1)Nc1nnc(C23CC4CC(CC(C4)C2)C3)s1 | 6
O=C(O)CSCCCN1C(=O)c2cccc3cccc(c23)C1=O | 35

3 compounds out of the list, arranged by count of non-hydrogen atoms, largest number first.
Structure | ER stress death
O=C(Nc1ccc(Cl)cc1)Nc1nnc(C23CC4CC(CC(C4)C2)C3)s1 | 6
O=C(CSc1nc2ccccc2o1)c1ccc(-c2ccccc2)cc1 | -1
C=CCn1cc(F)c(=O)n(CC(C)C)c1=O | 6

Next part.
Structure | ER stress death
Cc1ccc(NC(=O)C(=O)N/N=C/c2cccs2)cc1 | 5
O=C(c1cc2n(n1)C(C(F)(F)F)CC(c1cccs1)N2)N1CCN(C(c2ccccc2)c2ccccc2)CC1 (stereo not drawn) | 4
CC1(C)Cc2ccccc2-c2c[nH]c(=O)n21 | 0
COc1ccc(C2=Nc3ccccc3NC(C)(c3ccc(OC)cc3OC)C2)c(OC)c1 (stereo not drawn) | 3
O=C1N=c2ccccc2=C1N=Nc1nc(O)c(-c2c(O)[nH]c3ccccc23)s1 | 1
C=CCOc1ccc(C=C2C(=O)NC(=S)NC2=O)cc1OC | 14
O=C(Cc1ccccc1)Nc1ccc2nn(-c3ccc(Cl)cc3)nc2c1 | 10
O=C(c1ccc(S(=O)(=O)N2CCCC2)cc1)N1CCN(c2ccccc2)CC1 | 2
Cc1ncsc1CCOC(=O)C12CC3CC(CC(C)(C3)C1)C2 | 4
COc1ccccc1/C=N/NC(=O)COc1c(Br)cc(Br)cc1Br | 0
CCOC(=O)COc1ccc(/C=C(\C#N)c2nc3ccccc3[nH]2)cc1OC | 8
O=C(Nc1nc(-c2ccc3ccccc3c2)cs1)c1ccc(Cl)s1 | 10
Cc1ccccc1OCC(=O)Nc1ccc2c3c(cccc13)CC2 | 11
O=C1NN(c2ccccc2)C(=O)/C1=C/c1cc([N+](=O)[O-])c(Cl)cc1Cl | -1
COc1ccc(C2(CNC(=O)c3ccccc3)CCCC2)cc1OC | -6
CC(C)OC(=O)N1C2C=CC(C2)C1(C(F)(F)F)C(F)(F)F (stereo not drawn) | 1
CC1(c2ccc([N+](=O)[O-])cc2)CC1(Br)Br (stereo not drawn) | 4
Cc1cc(N2CCN(C/C=C/c3ccccc3)CC2)n2c(nc3ccccc32)c1C#N | -3
COCCOC(=O)c1ccc(NC(=O)C2COc3ccccc3O2)cc1 (stereo not drawn) | -4
Cc1ccc(N2CCN(/N=C\c3ccccn3)CC2)cc1 | 11
O=C1C2CC=C(c3ccccc3)CC2C(=O)N1c1ccc(Br)cc1 (stereo not drawn) | 1
CCN1C(=O)/C(=C\c2ccc(C(F)(F)F)cc2)SC1=S | 5
Cc1cc(C)c(S(=O)(=O)NNc2ccccc2)c(C)c1 | 0
O=[N+]([O-])c1ccc(/C=N/Nc2cc(N3CCOCC3)nc(N3CCOCC3)n2)cc1 | -10
O=C(O)CCCCCN1C(=O)C(=O)/C(=C(/O)c2ccc(F)cc2)C1c1ccc2c(c1)OCO2 (stereo not drawn) | 2
Cc1cc(C)cc(NC(=O)CN2C(=O)c3ccccc3C2=O)c1 | 7
CC1CCN(C2=NC(=O)/C(=C/c3cccc(O)c3)S2)CC1 | -5
CCN(CC)S(=O)(=O)/N=C/c1ccc(Cl)c(Cl)c1 | 10
OCCCc1nc2ccccc2n1Cc1ccccc1 | 1
CC1=C(C(=O)OC(C)C)C(c2ccc(OCC(N)=O)cc2)NC(=S)N1 (stereo not drawn) | 0
Cc1ccc(NC2CC(=O)N(c3ccc(C)cc3)C2=O)cc1 (stereo not drawn) | 20
O=C(O)C1CCCN1C(=O)Oc1ccccc1 (stereo not drawn) | 15
CCN(CC)S(=O)(=O)c1ccc(NC(C)=O)cc1 | 1
COc1ccc(S(=O)(=O)N2CCN(c3ccccc3)CC2)cc1[N+](=O)[O-] | -2
O=C(Nc1ccc(O)cc1C(=O)O)c1ccccc1Br | 2
CCOc1ccc(N=Cc2cccc(C)c2O)cc1 | 3
Cc1nc(SCC(=O)c2ccccc2)c(C#N)c(C)c1C | -4
NC(=O)c1cccc(N=Cc2cc([N+](=O)[O-])ccc2O)c1 | 13
COc1ccccc1OCc1ccoc1C(=O)O | 0
Cc1cc(C)c2nc3s/c(=C/c4ccc5c(c4)n(C)c(=O)n5C)c(=O)n3c2c1 | 10
CC1=NN(C(=N)c2ccccc2)C(O)(c2ccccc2)C1 (stereo not drawn) | -2
O=C(/C=C/c1ccc(OC2CSC2)cc1)c1ccccc1 | 7
O=S1(=O)CC(S(=O)(=O)c2ccccc2)C(S(=O)(=O)c2ccccc2)C1 (stereo not drawn) | 1
CC(=O)C1=C(O)C(=O)N(CC2CCCO2)C1c1ccc(Cl)cc1 (stereo not drawn) | -1
O=C(c1nn2c(c1Cl)NC(c1ccc(Cl)cc1)CC2C(F)(F)F)N1CCN(c2ccccc2)CC1 (stereo not drawn) | 1
C(=Nc1ccccc1-c1ccccc1N=Cc1c[nH]c2ccccc12)c1c[nH]c2ccccc12 | -2
COc1ccc(/C=C/C(=O)Nc2ccc(OC)c(OC)c2)cc1 | 4
COc1ccc(-n2cnnn2)c(OC)c1 | 3
O=C1Nc2ccc(S(=O)(=O)NNc3ccc([N+](=O)[O-])cc3)c3cccc1c23 | -2
CCOc1cc(C2NC(=S)NC(C)=C2C(=O)Nc2ccc(C)cc2)ccc1O (stereo not drawn) | -5

Part of the list above, with each value named:
> O=C(O)C1CCCN1C(=O)Oc1ccccc1 (stereo not drawn)
  ER stress death: 15
> CCN(CC)S(=O)(=O)c1ccc(NC(C)=O)cc1
  ER stress death: 1

(next part)
Structure | ER stress death
C=CCc1cccc(/C=N/NC(=O)c2cc(-c3ccccc3)n[nH]2)c1O | 0
COC(=O)C1=C(C)NC(=S)NC1c1cccc(Cl)c1 (stereo not drawn) | -2
C(=N\Nc1ncc(-c2cccs2)s1)/c1ccccc1 | -4
CC(C)(C)N1C(=O)c2ccc(C(=O)Nc3ccc(C(=O)O)cc3)cc2C1=O | 6
C=C(C)c1cccc(C(C)(C)NC(=O)N2CCc3ccccc32)c1 | -2
O=C(Nc1c[nH]c(=O)[nH]c1=O)c1ccccc1Cl | -4
COC(=O)c1c(C)oc2ccc(OCc3ccc([N+](=O)[O-])cc3)cc12 | -1
